Screens deposited in PubChem BioAssay by National Center for Advancing Translational Sciences (NCATS).
HEK293 viab: cell viability loss counter-screen | HEK-293-SNCA-luc viability, GF-AFC fluorescence, 24 h | Potency, µM (titrated, usually from 57.1 µM), inactives show at the highest dose activity change, negative = cytotoxicity, hits mostly cytotoxic | actives 0.12% (n = 150,000) | AID 1671193;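 further: potency means the concentration at half of the fitted maximal effect; 0% = DMSO-treated cells and -100% = medium-only wells without cells; nearly all actives have a fitted effect of over 30% in size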
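HEK-293-SNCA-luc cells (1500/well) plated 24 h, then exposed 24 h to a dilution series; GF-AFC added 30 min at 37C, fluorescence 405/540 nm; normalised to medium-only and DMSO wells, Hill fit.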
FLuc inh: inhibitors of firefly (Photinus pyralis) luciferase; P08659; purified P. pyralis luciferase, luminescence, biochemical; Potency, µM (series often up to 115 µM), inactives show at the highest dose activity change, negative = inhibition, usual class: inhibitors; actives 2.5% (n = 76,000); AID 1347043; further: potency means the concentration at half of the fitted maximal effect; nearly all actives have a fitted effect of over 65% in size
Target sequence (P08659 whole entry, looked up): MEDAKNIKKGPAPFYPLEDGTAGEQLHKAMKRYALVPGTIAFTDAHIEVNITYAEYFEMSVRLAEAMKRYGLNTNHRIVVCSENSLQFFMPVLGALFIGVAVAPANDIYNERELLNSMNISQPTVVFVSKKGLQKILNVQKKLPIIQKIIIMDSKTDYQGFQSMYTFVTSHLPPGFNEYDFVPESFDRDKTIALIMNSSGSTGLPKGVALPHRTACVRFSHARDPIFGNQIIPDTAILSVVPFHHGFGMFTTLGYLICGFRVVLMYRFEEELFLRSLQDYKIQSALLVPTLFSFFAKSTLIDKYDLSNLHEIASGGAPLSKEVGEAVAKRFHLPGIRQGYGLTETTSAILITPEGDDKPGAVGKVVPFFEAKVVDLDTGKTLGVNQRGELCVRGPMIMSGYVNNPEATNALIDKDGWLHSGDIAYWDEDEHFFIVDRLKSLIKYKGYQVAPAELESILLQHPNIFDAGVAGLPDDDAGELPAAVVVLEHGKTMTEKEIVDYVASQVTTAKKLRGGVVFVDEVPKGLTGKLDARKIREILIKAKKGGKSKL
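Purified P. pyralis luciferase (10nM final) in 50mM Tris acetate pH 7.5, 10mM Mg acetate, 0.01% Tween-20, 0.05% BSA with 10uM D-luciferin and 10uM ATP. Compounds titrated qHTS. Luminescence imaged on CCD.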
IP6K1 inhibitor: IP6K1 kinase inhibition; IP6K1 kinase, ADP-Glo luminescence, 2 h; active compounds read low; activity change, % (series mostly up to about 58 µM); actives 0.81% (n = 140,000); AID 1645851; in the data active means activity change below about -25%
Target sequence (Q92551 whole entry, looked up): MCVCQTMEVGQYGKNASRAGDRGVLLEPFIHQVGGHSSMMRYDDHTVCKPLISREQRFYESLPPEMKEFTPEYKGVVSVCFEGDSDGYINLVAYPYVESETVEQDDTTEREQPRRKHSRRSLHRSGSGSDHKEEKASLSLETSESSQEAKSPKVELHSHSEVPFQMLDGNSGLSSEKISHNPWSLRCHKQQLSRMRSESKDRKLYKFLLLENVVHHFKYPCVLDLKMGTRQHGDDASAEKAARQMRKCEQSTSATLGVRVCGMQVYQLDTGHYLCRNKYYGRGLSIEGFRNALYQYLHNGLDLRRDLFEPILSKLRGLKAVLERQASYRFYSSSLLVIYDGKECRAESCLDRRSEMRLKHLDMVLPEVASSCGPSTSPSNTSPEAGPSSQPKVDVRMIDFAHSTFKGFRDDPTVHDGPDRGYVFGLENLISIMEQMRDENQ
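ADP-Glo luminescence measures ADP made by human IP6K1 during a 2 h RT reaction with ATP/IP6 (mix at 1.3 mM/130 uM); top library doses 57.5 and 19.1 uM final.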
SNCA expr inh: reduces expression of the alpha-synuclein gene; HEK-293 SNCA-luciferase knock-in, luminescence, 24 h; Potency, µM (highest dose often 57.2 µM), for the others: at the highest dose activity change, negative = inhibition, most hits filed as inhibitors; actives 0.17% (n = 140,000); AID 1671194;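 further: potency means the concentration at half of the fitted maximal effect; plate controls were DMSO cells for no effect and cell-free wells for full effect; nearly all actives have a fitted effect of over 45% in size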
GPT2 inh: inhibitors of human GPT2 alanine aminotransferase. actives 0.25% (n = 100,000). Potency, µM (highest dose often 57.7 µM), without a hit: top-dose activity change, negative = inhibition, usual class: inhibitors. Q8TD30. Recombinant GPT2, coupled pyruvate oxidase/HRP Amplex Red fluorescence. AID 1671188; further: potency means the concentration at half of the fitted maximal effect; nearly all actives have a fitted effect of over 60% in size; many of its hits are not listed in these tables
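Recombinant GPT2 (10ng/uL) with 250uM a-KG and 2mM L-alanine, 30 min at room temperature, in HEPES pH 7.5 buffer. Pyruvate detected by pyruvate oxidase/HRP/Amplex Red fluorescence after 30 min in the dark; AOA (50uM) as positive control.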
HEK293 tox: HEK 293 cell cytotoxicity | HEK 293 viability, ATP luminescence (CellTiter-Glo), 48-72 h | Potency, µM (doses to about 115 µM), without a hit: at the top dose activity change, negative = cytotoxicity, most hits filed as inhibitors | actives 6.6% (n = 94,000) | AID 1345083; further: potency means the concentration at half of the fitted maximal effect; nearly all actives have a fitted effect of over 60% in size
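250 HEK 293 cells/well; compound by pintool; incubated 48 or 72 hr at 37 degree Celsius; CellTiter-Glo added, 10 min RT, luminescence imaged.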
NIH3T3 tox: NIH 3T3 cell cytotoxicity; NIH 3T3 viability, CellTiter-Glo ATP luminescence, 48-72 h; Potency, µM (titrated, usually from 96.7 µM), for the others: at the top dose activity change, negative = cytotoxicity, actives largely listed as inhibitors; actives 4.3% (n = 94,000); further: potency means the concentration at half of the fitted maximal effect; nearly all actives have a fitted effect of over 55% in size
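Cytotoxicity was measured by CellTiter-Glo ATP luminescence after 48 or 72 h compound exposure at 37 °C. Mouse NIH 3T3 fibroblasts were seeded at 400 cells/well and dosed by 23 nL pin transfer.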
The depositor's hits bear a star; i = inactive; ? = inconclusive; . = not tested or not shown; [ ] = dose if it differs, or a comment. Unless noted, the call rests on the fitted dose curve; in most records, active means well fitted curve in the direction sought with a large enough effect; inconclusive means small, poorly fitted or top-dose-only effect, or another doubt; inactive means no such curve, though single readings can be large; an effect the other way counts as inactive or inconclusive. Unless noted, on the % scale 0 is the no-effect control and ±100 the full control effect. These rows are one share of the data, so the mix of outcomes need not match the whole.

SMILES	HEK293 viab	FLuc inh	IP6K1 inhibitor	SNCA expr inh	GPT2 inh	HEK293 tox	NIH3T3 tox
CCn1cc(CN2CCC3(CC2)CC(O)CCO3)c2cc(OC)ccc21 (stereo not given)	-1%	-6%	0	-12%	?	?	-10%
FC1(F)C[C@@H](c2nc(C3CC3)no2)N(Cc2ccco2)C1	1%	-3%	12	-25%	-1%	0%	4%
O=C(c1ccc(F)cc1)N1CCCN(c2cc(-c3ccc(F)cc3)[nH]n2)CC1	-4%	3%	-6	-9%	-1%	?	-24%
Cc1cc(CNC(=O)Cc2nonc2C)c2[nH]c(-c3ccccc3)c(C)c2c1	-9%	10µM*	-29*	19%	-16%	?	-28%
CCCNc1ccc(-c2nc(-c3ccco3)no2)cc1[N+](=O)[O-]	20%	.	-13	i	.	.	.
CCC(c1cn2cccnc2n1)n1ccnc1-c1cc2n(n1)CCCNC2 (stereo not given)	4%	1%	6	?	0%	i	2%
COc1ccc(OC)c(NC(=O)Cn2ccn(-c3ccc(F)cc3)c(=O)c2=O)c1	-22%	.	-1	-3%	.	.	.
COc1cccc(C(=O)N2C(C(=O)NC3CC3)COC23CCN(C(=O)c2ccc(Cl)cc2)CC3)c1 (stereo not given)	-28%	-14%	7	21%	?	?	?
N#Cc1ccccc1NS(=O)(=O)c1ccc(N2CCCCS2(=O)=O)cc1	2%	.	9	-32%	.	.	.
Cc1cc(CC(=O)N2C[C@@H](COCC3CC3)[C@H](c3ccncc3)C2)on1	4%	-4%	5	-11%	i	-10%	-13%
Cc1cccc(CNC(=O)C(=O)Nc2ccccc2C)c1	2%	.	6	10%	.	.	.
CCc1c(C)cc(C(=O)N[C@@H]2[C@@H](Cc3ccccc3)[C@H]3OCC[C@@H]23)c(=O)n1C	-4%	6%	11	6%	-6%	?	?
CCc1ccc(Cn2nnc(C(=O)Nc3ccc(C)cc3)c2N)cc1	-3%	.	20	86%[activator]	.	.	.
COc1ccccc1CNC(=O)CCc1c(C)nc2c(c(C)nn2-c2ccc(C)c(C)c2)c1C	0%	.	15	24%	.	.	.
CN1CC(=O)N(C2CCCC2)Cc2c(NC3CC3)ncnc21	14%	.	7	?	-19%	-15%	-19%
Cc1cccc(Cc2c(C)nc3nc(SCC(=O)NCc4ccccc4)nn3c2C)c1	11%	.	-5	-23%	.	.	.
Cc1nn(C)c(C)c1CCC(=O)NCCc1ncc(C)n1C1CC1	5%	5%	3	14%	i	3%	-2%
C=CCc1cc(OC)c(OC(C)C(O)c2ccc(O)c(OC)c2)c(OC)c1 (stereo not given)	-5%	.	-12	.	i	.	.
CCc1noc(-c2cccn3c(CNC(=O)CCc4ccc(OC)cc4)nnc23)n1	14%	-10%	10	-3%	i	-7%	-16%
COc1ccc(-c2noc([C@@H]3C[C@H](NS(=O)(=O)c4cccs4)CN3C)n2)cc1	-20%[87.6 µM]	?	8	59%[activator][87.6 µM]	4%[88.5 µM]	?	?
CN1CC[C@H]2COC(=O)N2c2cc(F)ccc2C1	6%[87.6 µM]	0%[230 µM]	-2	-8%[87.6 µM]	5%[88.5 µM]	-20%[230 µM]	-20%[174 µM]
Cc1cccc(N2CCN(C(c3ccccc3)c3nnc(-c4ccccc4F)o3)CC2)c1C (stereo not given)	-7%	.	-13	2%	.	.	.
O=C(NC[C@H]1O[C@H](Cc2cc(-c3ccccc3)on2)CC[C@@H]1O)c1ccncc1	1%[87.6 µM]	1%[172 µM]	2	1%[87.6 µM]	-9%[88.5 µM]	-1%[172 µM]	i
Cc1ccccc1C(=O)N1C[C@@H](CO)[C@H](c2ccncc2)C1	0%	-1%	-9	-11%	-9%	i	2%
CN(C)C[C@@H]1CN(S(C)(=O)=O)C[C@H]1NC(=O)c1cnn(C)c1	12%	2%	-1	3%	-18%	i	i

In the list so far, 5 have fluorine.
SMILES	HEK293 viab	FLuc inh	IP6K1 inhibitor	SNCA expr inh	GPT2 inh	HEK293 tox	NIH3T3 tox
FC1(F)C[C@@H](c2nc(C3CC3)no2)N(Cc2ccco2)C1	1%	-3%	12	-25%	-1%	0%	4%
O=C(c1ccc(F)cc1)N1CCCN(c2cc(-c3ccc(F)cc3)[nH]n2)CC1	-4%	3%	-6	-9%	-1%	?	-24%
COc1ccc(OC)c(NC(=O)Cn2ccn(-c3ccc(F)cc3)c(=O)c2=O)c1	-22%	.	-1	-3%	.	.	.
CN1CC[C@H]2COC(=O)N2c2cc(F)ccc2C1	6%[87.6 µM]	0%[230 µM]	-2	-8%[87.6 µM]	5%[88.5 µM]	-20%[230 µM]	-20%[174 µM]
Cc1cccc(N2CCN(C(c3ccccc3)c3nnc(-c4ccccc4F)o3)CC2)c1C (stereo not given)	-7%	.	-13	2%	.	.	.

Rewritten with each value named: 4 of the compounds above.
CCc1c(C)cc(C(=O)N[C@@H]2[C@@H](Cc3ccccc3)[C@H]3OCC[C@@H]23)c(=O)n1C
  HEK293 viab = -4%; FLuc inh = 6%; IP6K1 inhibitor = 11; SNCA expr inh = 6%; GPT2 inh = -6%; HEK293 tox = ?; NIH3T3 tox = ?

CCc1ccc(Cn2nnc(C(=O)Nc3ccc(C)cc3)c2N)cc1
  HEK293 viab = -3%; FLuc inh = .; IP6K1 inhibitor = 20; SNCA expr inh = 86%[activator]; GPT2 inh = .; HEK293 tox = .; NIH3T3 tox = .

COc1ccccc1CNC(=O)CCc1c(C)nc2c(c(C)nn2-c2ccc(C)c(C)c2)c1C
  HEK293 viab = 0%; FLuc inh = .; IP6K1 inhibitor = 15; SNCA expr inh = 24%; GPT2 inh = .; HEK293 tox = .; NIH3T3 tox = .

CN1CC(=O)N(C2CCCC2)Cc2c(NC3CC3)ncnc21
  HEK293 viab = 14%; FLuc inh = .; IP6K1 inhibitor = 7; SNCA expr inh = ?; GPT2 inh = -19%; HEK293 tox = -15%; NIH3T3 tox = -19%

Next part
SMILES	HEK293 viab	FLuc inh	IP6K1 inhibitor	SNCA expr inh	GPT2 inh	HEK293 tox	NIH3T3 tox
COc1ccc2occ(CC(=O)Nc3ccc(S(=O)(=O)Nc4nc(C)cc(C)n4)cc3)c2c1	12%	.	32	-3%	.	.	.
COc1ccc(-c2cc(N3CCC(NC(=O)c4ccccc4)CC3)n[nH]2)cc1	-9%	7%	-5	-7%	-10%	?	?
Cn1ccc(NC(=O)c2ccc3c(c2)NC(C)(CNCc2ccccc2)CO3)n1 (stereo not given)	?	-15%[172 µM]	-1	?	-18%[88.5 µM]	?	-16%[138 µM]
COc1ccc(OC)c(CNC(=O)C2CCc3sc(C(=O)N4CCCC4)cc3C2)c1 (stereo not given)	0%	-2%	4	-16%	?	?	?
COc1ccc(CCC(=O)NC(C)C(=O)N2CCN(c3ccccn3)CC2)cc1 (stereo not given)	2%	7%	2	-29%	-19%	?	-2%
CCCS(=O)(=O)N1CCC([C@H]2[C@@H](OC)C(=O)N2C(C)C)CC1	8%	.	17	0%	-5%	0%	0%
Cc1ccccc1OCc1nc(C2CN(C(=O)c3cc4ccccc4[nH]3)C2)no1	-1%	?	5	73%[activator]	2%	?	-6%
CC(C)C[C@H](CO)NC(=O)C[C@@H]1c2nc(NC(=O)c3c(F)cccc3F)sc2C[C@@H]2[C@](C)(CO)[C@H](O)CC[C@]21C	0%	-5%	-1	-5%	2%	-3%	-4%
COC(=O)N1CCN(C(=O)c2nc3cccnc3n(C3CC3)c2=O)CC1	3%	.	18	17%	-3%	-10%	-16%
CCn1cc(S(=O)(=O)N2CC[C@H](CNC(C)=O)[C@H](N(C)C)C2)cn1	3%[12.5 µM]	-5%	0	?	2%	i	-3%
CCc1ccc(N2CC(c3noc(-c4ccc5c(c4)OCO5)n3)CC2=O)cc1 (stereo not given)	9%	-9%	6	2%	1%	?	?
Cc1ccc(C2Cn3nnc(C(=O)N4CCC(C(=O)Nc5ccc(Cl)c(C)c5)CC4)c3CO2)cc1 (stereo not given)	13%	35µM*	-1	120%[activator]	-11%	5%	-1%
COc1ccc(C)cc1NC(=O)C1CCCN(S(=O)(=O)c2ccc3c(c2)oc(=O)n3C)C1 (stereo not given)	1%	.	-8	-5%	.	.	.
COc1ccccc1N1CCN(CC[C@H]2CN(C(=O)Nc3ccc(C(F)(F)F)cc3)CC[C@H]2CC(=O)O)CC1	-10%	1%	-5	8%	?	-3%	-3%
O=C(Cc1ccc(F)cc1)N1CCC(C(=O)N2CCC(c3nc4ncccc4[nH]3)CC2)CC1	8%	.	-7	2%	3%	-1%	-4%
Cc1cc(C)n(Cc2c(C(=O)NCC34CCC=C3N(C)C(=O)CC4)noc2C)n1 (stereo not given)	8%	0%	-7	-15%	?	-19%	-11%
O=C(Nc1ccccc1)c1ccc2c(O)c(S(=O)(=O)c3ccc(Cl)cc3)c(=O)[nH]c2c1	4%	.	-10	3%	.	.	.
Cc1ccc(NC(=O)c2ccc3c(c2)N(C)C2CCCCCN2C3=O)cc1F (stereo not given)	17%[12.5 µM]	-22%	33	75%[activator]	-2%	32µM*	?
O=C(c1cccc(C(F)(F)F)c1)N1CC(CO)C2(CCNCC2)C1 (stereo not given)	-4%[12.5 µM]	0%	13	7%	-1%	i	-8%
O=C(Nc1ccc(-c2nnc3n2CCCC3)cc1)c1cc(C2CC2)[nH]n1	-14%	-22%	1	2%	4%	5%	-22%
COCCN1C(=O)[C@H]2CN(Cc3ccc(OC)c(OC)c3Cl)C[C@H]2C1=O	-11%	8%	12	7%	i	6%	-2%
CSc1ncc2c(n1)-c1ccccc1N(Cc1ccccc1C)S2(=O)=O	7%	.	4	-1%	.	.	.
CC(C)CNC(=O)CC(c1cccc([N+](=O)[O-])c1)c1c[nH]c2ccccc12 (stereo not given)	-1%	1%	-5	?	i	79µM*	?
